D3 antag = antagonists of human D3 dopamine receptor; P35462; D3R cells, DiscoveRx beta-arrestin luminescence, antagonist mode; hits give low values; max response, negative = inhibition, %; 360,000 compounds, 2.5% hits; AID 652054; in the data active means max response below about -50%; inconclusive means no clear call, values can overlap the other calls; further: on the % scale 0 is the no-effect control and ±100 the full control effect; mostly tested at two doses, the higher about 12 µM
Target sequence (P35462 whole entry, looked up): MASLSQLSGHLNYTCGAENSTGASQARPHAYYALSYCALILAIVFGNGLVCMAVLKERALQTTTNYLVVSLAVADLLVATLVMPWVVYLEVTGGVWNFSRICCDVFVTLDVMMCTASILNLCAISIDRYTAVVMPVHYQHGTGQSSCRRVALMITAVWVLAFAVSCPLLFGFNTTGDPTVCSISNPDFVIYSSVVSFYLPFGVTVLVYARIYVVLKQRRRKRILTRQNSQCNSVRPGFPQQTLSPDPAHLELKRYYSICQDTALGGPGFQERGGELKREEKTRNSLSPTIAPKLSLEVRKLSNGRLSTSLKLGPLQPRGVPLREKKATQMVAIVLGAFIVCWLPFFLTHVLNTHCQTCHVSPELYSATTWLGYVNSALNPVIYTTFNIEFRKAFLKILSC
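Cells plated overnight at 1500 cells/well, then exposed to library compounds with dopamine controls for 90 minutes at 37 degrees C. DiscoveRx reagent added for 30–60 minutes at room temperature; luminescence read, quantitative HTS format.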
GLP1R ag = activates the human GLP-1 receptor; P43220; HEK293 GLP-1R CRE-luciferase, luminescence, 4-6 h; cells express a hypersensitive GLP-1R form; Potency, µM (top dose mostly 45.6 µM), inactives show at the highest dose activation, hits mostly activators; 380,000 compounds, 0.007% hits; AID 624172; further: potency means the concentration at half of the fitted maximal effect; % of control where 0% means no effect
Target sequence (P43220 whole entry, looked up): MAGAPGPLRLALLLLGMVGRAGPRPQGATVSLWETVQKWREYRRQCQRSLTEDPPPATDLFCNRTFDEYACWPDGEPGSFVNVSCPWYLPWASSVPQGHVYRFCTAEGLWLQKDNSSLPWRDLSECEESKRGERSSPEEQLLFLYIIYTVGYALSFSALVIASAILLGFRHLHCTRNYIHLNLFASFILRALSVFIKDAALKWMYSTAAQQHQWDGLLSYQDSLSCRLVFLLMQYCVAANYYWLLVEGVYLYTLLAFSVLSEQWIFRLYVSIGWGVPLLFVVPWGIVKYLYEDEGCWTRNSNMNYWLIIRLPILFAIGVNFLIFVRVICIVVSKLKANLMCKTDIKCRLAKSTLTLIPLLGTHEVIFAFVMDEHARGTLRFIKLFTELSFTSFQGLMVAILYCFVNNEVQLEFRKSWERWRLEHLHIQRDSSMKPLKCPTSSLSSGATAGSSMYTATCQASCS
D3 ag = D3 dopamine receptor (human) agonism. P35462. D3R DiscoveRx beta-arrestin cells, luminescence, 90 min. max activation, %. 410,000 compounds, 0.58% hits. AID 652048; in the data active means max activation above about 30%; further: 0% is about no effect; mostly tested at two doses, the higher about 12 µM
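Cells at 1500/well, incubated overnight, then treated with pinned compounds (dopamine as control) for 90 min at 37 degrees C. DiscoveRx reagent added for 30 - 60 minutes at room temperature; luminescence read.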
IL-1B inflam inh = inhibitors of inflammasome signaling (IL-1 beta secretion). THP-1 LPS/ATP IL-1B secretion, AlphaLISA, 16 h; hits give low values. activity change, % at 57.5 µM. 360,000 compounds, 4.7% hits; in the data active means activity change below about -50%; inconclusive means mostly about -30% to -49%; further: on the % scale 0 is the no-effect control and ±100 the full control effect
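Secreted IL-1B measured by AlphaLISA bead assay after 16 h compound exposure of THP-1 cells; compounds (final up to 57.5 uM) added 1 h before LPS (250 ng/mL) and ATP (1.25 mM) stimulation; lower signal means less secretion.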
HT1080 IDH1KD tx = HT-1080 IDH1 knockdown cell toxicity (counter line); Potency, µM (titrated, usually from 46.1 µM), inactives show top-dose activity, negative = toxicity, actives largely listed as cytotoxic; 360,000 compounds, 2% hits; HT-1080 IDH1 knockdown viability, ATP luminescence, 48 h; AID 686971;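 further: potency means the concentration at half of the fitted maximal effect; 0% = DMSO wells and -100% = cell-free medium wells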
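IDH1KD HT-1080 cells, 750/well, RPMI + 5% FBS; compound pinned after 2 h settling; 48 h, 37 °C; CellTiter-Glo luminescence; % activity normalised to DMSO and no-cell wells; curves fitted, classed by r2 and efficacy.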
KB-V1 cytotox = KB-V1 MDR subline cytotoxicity; AID 1347076; 400,000 compounds, 3.4% hits; KB-V1 MDR cells viability, CellTiter-Glo, 72 h; Potency, µM (doses to about 46.1 µM), for the others: top-dose activity change, negative = cytotoxicity, hits mostly cytotoxic; further: potency means the concentration at half of the fitted maximal effect; on the % scale 0 is the no-effect control and ±100 the full control effect; nearly all actives have a fitted effect of over 60% in size
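Cytotoxicity via CellTiter-Glo luminescence after 72 h compound exposure at 37 degrees C. Cells: drug-selected KB-V1 line, DMEM phenol-red free plus 10% FBS. Compounds tested at multiple concentrations; normalized data fitted to concentration-effect curves.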
HT1080-NT tox = kills 2HG-producing HT-1080-NT fibrosarcoma cells. HT-1080-NT fibrosarcoma viability, CellTiter-Glo ATP luminescence, 48 h. Potency, µM (doses to about 46.1 µM), inactives show at the highest dose activity, negative = less viability, usual class: cytotoxic. 360,000 compounds, 1.6% hits. AID 686970;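 further: NT is the 2HG producing partner of a matched IDH1 knockdown line; potency means the concentration at half of the fitted maximal effect; 0% = DMSO-treated cells and -100% = media-only wells without cells; nearly all actives have a fitted effect of over 55% in size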
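Compounds were tested in concentration-response format on HT-1080-NT cells for 48 hours at 37 degrees C. Cell viability came from CellTiter-Glo luminescence; curves were classified by r2, response magnitude and activity.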
KB-3-1 tox = KB-3-1 parental cell cytotoxicity; KB-3-1 viability, CellTiter-Glo ATP luminescence, 72 h; AID 1347075; 400,000 compounds, 1.4% hits; Potency, µM (highest dose often 46.1 µM), inactives show at the top dose activity change, negative = cytotoxic, hits mostly cytotoxic; further: potency means the concentration at half of the fitted maximal effect; on the % scale 0 is the no-effect control and ±100 the full control effect; nearly all actives have a fitted effect of over 60% in size
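Cytotoxicity measured as CellTiter-Glo luminescence after 72 h at 37 C. Compound titrations were pinned onto drug-naive KB-3-1 parental adenocarcinoma cells grown in DMEM with 10% FBS, and normalized data fitted to concentration-response curves.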
SW480 rereplic = inducers of DNA re-replication in SW480 colon cancer cells | 340,000 compounds, 1.8% hits | AID 624297 | Potency, µM (top dose mostly 46.1 µM), inactives show at the top dose re-replication activation, hits mostly activators | SW480 DNA re-replication, Hoechst DNA content imaging, 48 h; further: potency means the concentration at half of the fitted maximal effect; % of control where 0% means no effect; nearly all actives have a fitted effect of over 55% in size
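DNA re-replication was detected as more nuclei of elevated Hoechst intensity after 48 hr exposure to compound (23 nL pinned per well of 250 cells).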
The depositor's hits bear a star; i = inactive; u = inconclusive; x = no result given; & = joins results of further samples; [ ] = remark or other dose. Unless noted, the call rests on the fitted dose curve; in most records, active means well fitted curve in the direction sought with a large enough effect; inconclusive means small, poorly fitted or top-dose-only effect, or another doubt; inactive means no such curve, though single readings can be large; an effect the other way counts as inactive or inconclusive.

SMILES	D3 antag	GLP1R ag	D3 ag	IL-1B inflam inh	HT1080 IDH1KD tx	KB-V1 cytotox	HT1080-NT tox	KB-3-1 tox	SW480 rereplic
Brc1ccc(-c2cn3c(n2)SCC3)cc1	-10	12%	4	-2	0%	-1%	-13%	2%	-16%
CCOC(=O)COn1c(=O)c(=O)n(O)c2ccccc21	0	-2%	-16	19	-1%	1%	-3%	11%	-3%
C=CCOc1ccc(C2/C(=C(\O)c3ccc(F)cc3)C(=O)C(=O)N2CCCN(C)C)cc1 (configuration not stated)	-25	1%	1	17	-8%	12%	1%	-7%	21%
O=C(O)CC1S/C(=N/N=C/C=C/c2ccccc2)NC1=O (configuration not stated)	u	-4%&-11%	-4&-5	4&4	1%&0%	9%&-6%	0%&0%	1%&-9%	-2%&-2%
CCn1c(SCC(=O)N2CCCCCC2)nc2c(c1=O)SCC2	88	-3%	28	0	-1%	u	-2%	6%	4%
NC(=O)NC(=O)CSc1cccc(C(F)(F)F)c1	-26	-5%	-17	6	11%	-15%	-13%	11%	14%
C[C@@H](C(=O)N1CCN(Cc2ccc3c(c2)OCO3)CC1)n1nnc2ccccc2c1=O	13	1%	7	-11	1%	3%	7%	6%	-14%
O=C(Nc1nc2ccc(S(=O)(=O)N3CCCCC3)cc2s1)c1cccnc1	19	-1%	7	44	-13%	-6%	-10%	3%	u
N/C(Cc1ccc(Cl)cc1Cl)=N\OC(=O)c1cccs1	-2	-13%	-7	-28	-6%	-4%	0%	u	-11%
Cc1nc2ccccc2c(=O)n1/N=C/c1ccccc1	7	-5%	1	10	-15%	0%	12%	1%	-1%
Cc1cc(C)c2c(c1)/C(=N/NS(=O)(=O)c1ccccc1)CCC2	21	0%	-1	1	-12%	3%	-25%	8%	0%
CCOc1ccc(CC(=O)Nc2c(C(=O)c3ccc(F)cc3)oc3ccccc23)cc1OCC	x	0%	8	x	x	10%	x	10%	x
CSc1ccc(/C=N/N2CCN(Cc3ccc(C)cc3C)CC2)cc1	u	18%	0	14	-1%	-3%	1%	-8%	5%
COc1cccc(C2=NOC(C(=O)Nc3ccc(C(C)=O)cc3)C2)c1 (configuration not stated)	-1	8%	4	10	-29%	-16%	-1%	-24%	-11%
CC(C)(C)S(=O)(=O)c1cnc(-c2cnccn2)nc1N	8	0%	3	-7	3%	21%	1%	10%	3%
CC(NC(=O)COc1ccccc1)C(c1ccccc1)N1CCN(C)CC1 (configuration not stated)	-2	1%	-7	-17	12%	-14%	-1%	-14%	19%
CC1CCc2sc(C(=O)NCC(C)(C)N3CCOCC3)cc2C1 (configuration not stated)	8	14%	-11	2	-6%	-3%	-1%	-6%	u
O=C(CSc1nnc2ccccn12)Nc1ccccc1C(=O)O	6	-9%	8	3	8%	3%	3%	-2%	-3%
Cc1ccc(CNc2nc3ccccc3n2C)o1	-10	2%	-6	-4	-4%	-24%	1%	-8%	0%
CN(c1cccc(NC(=O)c2cccc([N+](=O)[O-])c2)c1)S(C)(=O)=O	-10	-2%	-4	9	6%	9%	11%	3%	-5%
O=C(OCCc1cc2ccccc2c(=O)o1)c1ccc(F)cc1	48	27%	0	11	3%	-15%	23%	-15%	-5%
COC(=O)c1cccc(S(=O)(=O)N(Cc2ccco2)Cc2cc3ccc(OC)cc3[nH]c2=O)c1	45	-2%	20	14	10%	0%	-4%	0%	1%
COC(=O)CNC(=O)CN1C(=O)NC2(CCCc3ccccc32)C1=O (configuration not stated)	7	0%	2	-16	-6%	0%	-3%	3%	-15%
COc1ccc(N2CC(NC(=O)c3ccc4ccccc4c3)CC2=O)cc1OC (configuration not stated)	11	2%	1	18	-2%	4%	-2%	-1%	-91%[inhibitor]
Cc1ccsc1/C=N/N=C/c1sccc1C	0	4%	2	8	1%	6%	0%	-6%	5%
CCCCN1C(=O)C(CC(=O)NCCCCc2ccccc2)CC(C(=O)N2CCCCCC2)=C1C (configuration not stated)	-52*	13%	-11	0	10%	u	3%	-7%	x
Cc1nnc(NCc2n[nH]c(=O)c3ccccc23)c2ccccc12	-11	13%	-9	-101*	11µM*	-7%	16µM*	u	u
CCn1c(=O)c(C(=O)NCc2ccccc2OC)c(O)c2ccccc21	7	-2%	-4	40	6%	2%	6%	18%	-5%
CCCCn1c(N)c(N(CCOC)C(=O)c2ccc(Cl)c(S(=O)(=O)N3CCCC3)c2)c(=O)[nH]c1=O	4	0%	0	i	21%	-2%	8%	0%	-16%
COC(=O)c1ccc(CNC(=O)Cn2cnnn2)cc1	10	1%	1	-1	-4%	0%	13%	9%	8%
CCCOC(=O)CC1C(=O)NCCN1Cc1ccc(F)cc1 (configuration not stated)	1	12%	-4	-8	0%	15%	-11%	8%	-3%
COc1ccc(CNC(=O)COC(=O)c2c(NC(C)=O)sc(C)c2C)cc1OC	3	0%	-4	u	-19%	-3%	-14%	-10%	x
O=C(Nc1nc2cc3c(cc2s1)OCCO3)C1=COCCO1	-19	-2%	-6	-53*	13µM*	0%	15µM*	-19%	-4%
CC(=O)n1cc(N(C(=O)CCl)c2ccc(Cl)cc2)c2ccccc21	-58*	-8%	-9	0	6.5µM*	u	2.3µM*	u	2.6µM*
COc1ccc(-c2ccc3nccn3c2)cc1	-2	7%	5	0	3%	u	9%	-2%	x
CCOC(=O)c1c(NC(=O)CSc2nccc(=O)[nH]2)sc(C)c1C	u	5%	-4	i	-17%	-16%	-7%	u	u
O=c1cc(CN2CCOCC2)nc(C2CC2)[nH]1	30	-5%	1	-5	4%	17%	4%	-1%	-7%
COc1ccc(NS(=O)(=O)c2cc(NC(=O)c3cc(F)c(F)c(F)c3F)ccc2N2CCCC2)cc1	-14	13%	-3	u	-22%	-2%	-25%	-14%	3%
Cc1ccc(-c2nc(C)sc2CC(=O)NCc2ccco2)cc1	16	2%	5	-1	9%	-5%	10%	10%	-8%
CN1CCN(c2ccccc2NC(=O)COc2ccc(Br)cc2)CC1	18	0%	3	-18	4%	21µM*	-1%	-14%	-11%
OCC1CCCN(C(=S)Nc2ccc(Oc3ccccc3)cc2)C1 (configuration not stated)	1	6%	3	25	-16%	-7%	-14%	-29%	3%
COc1ccc(-n2c(=O)c3ccccc3c3ccccc3c2=O)c(OC)c1	-3	-1%	-3	-3	-4%	4%	-2%	7%	-1%
CC(C)[C@H](NC(=O)c1cc2cc(Cl)ccc2n1C)C(=O)N[C@@H](C(=O)O)c1ccccc1	-3	-1%	-5	13	0%	0%	-4%	1%	-4%
Cc1cccc(NC(=O)CN2CCCN(S(=O)(=O)c3ccc(Br)s3)CC2)c1	1	6%	-8	-23	u	-14%	-13%	-8%	-3%[9.22 µM]

Some of the entries so far, with two lines to a compound.
Values run as follows: D3 antag | GLP1R ag | D3 ag | IL-1B inflam inh | HT1080 IDH1KD tx | KB-V1 cytotox | HT1080-NT tox | KB-3-1 tox | SW480 rereplic
> CCCCN1C(=O)C(CC(=O)NCCCCc2ccccc2)CC(C(=O)N2CCCCCC2)=C1C (configuration not stated)
 : -52* | 13% | -11 | 0 | 10% | u | 3% | -7% | x
> Cc1nnc(NCc2n[nH]c(=O)c3ccccc23)c2ccccc12
 : -11 | 13% | -9 | -101* | 11µM* | -7% | 16µM* | u | u
> CCn1c(=O)c(C(=O)NCc2ccccc2OC)c(O)c2ccccc21
 : 7 | -2% | -4 | 40 | 6% | 2% | 6% | 18% | -5%
> CCCCn1c(N)c(N(CCOC)C(=O)c2ccc(Cl)c(S(=O)(=O)N3CCCC3)c2)c(=O)[nH]c1=O
 : 4 | 0% | 0 | i | 21% | -2% | 8% | 0% | -16%
> COC(=O)c1ccc(CNC(=O)Cn2cnnn2)cc1
 : 10 | 1% | 1 | -1 | -4% | 0% | 13% | 9% | 8%
> CCCOC(=O)CC1C(=O)NCCN1Cc1ccc(F)cc1 (configuration not stated)
 : 1 | 12% | -4 | -8 | 0% | 15% | -11% | 8% | -3%
> COc1ccc(CNC(=O)COC(=O)c2c(NC(C)=O)sc(C)c2C)cc1OC
 : 3 | 0% | -4 | u | -19% | -3% | -14% | -10% | x
> O=C(Nc1nc2cc3c(cc2s1)OCCO3)C1=COCCO1
 : -19 | -2% | -6 | -53* | 13µM* | 0% | 15µM* | -19% | -4%
> CC(=O)n1cc(N(C(=O)CCl)c2ccc(Cl)cc2)c2ccccc21
 : -58* | -8% | -9 | 0 | 6.5µM* | u | 2.3µM* | u | 2.6µM*
> COc1ccc(-c2ccc3nccn3c2)cc1
 : -2 | 7% | 5 | 0 | 3% | u | 9% | -2% | x
> CCOC(=O)c1c(NC(=O)CSc2nccc(=O)[nH]2)sc(C)c1C
 : u | 5% | -4 | i | -17% | -16% | -7% | u | u
> O=c1cc(CN2CCOCC2)nc(C2CC2)[nH]1
 : 30 | -5% | 1 | -5 | 4% | 17% | 4% | -1% | -7%
> COc1ccc(NS(=O)(=O)c2cc(NC(=O)c3cc(F)c(F)c(F)c3F)ccc2N2CCCC2)cc1
 : -14 | 13% | -3 | u | -22% | -2% | -25% | -14% | 3%
> Cc1ccc(-c2nc(C)sc2CC(=O)NCc2ccco2)cc1
 : 16 | 2% | 5 | -1 | 9% | -5% | 10% | 10% | -8%
